COUP-TFII inh: NR2F2 transcriptional activity inhibitors, primary screen, cell-based, luciferase reporter, HEK293T, luminescence; COUP transcription factor 2 (Homo sapiens), P24468; HEK293T NGFI-A luciferase reporter; inhibition, % at 8.6 µM; 0.7% of 370,000 active;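 active = inhibition above a per-plate cutoff, mean inhibition of test wells between control levels plus 3 SD, cut at about 38% in these data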;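 note: cells cotransfected with COUP-TFII expression vector driving the NGFI-A reporter; 0% = median of COUP-TF2 test wells and 100% = reporter-only cells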
SRC1 inh: SRC1 coactivator transcriptional activity inhibitors, primary screen, cell-based, luminescence. inhibition, % at 3.6 µM. HEK293 GAL4-SRC1 luciferase reporter. Nuclear receptor coactivator 1 (Homo sapiens), Q15788. 0.12% of 360,000 active;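 active = inhibition above the campaign mean plus 3 SD, with each screening campaign given its own cutoff, cut at about 60% in these data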;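 note: 0% = DMSO treated cells and 100% = gossypol at 36 µM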
TWEAK-Fn14 inh: inhibitors of TWEAK-Fn14 signaling, primary screen, luciferase reporter cells, uHTS. TWEAK-stimulated Fn14 reporter cells, luciferase luminescence, 8 h. inhibition, % at 10 µM. 2% of 360,000 active. AID 1159606, 2016; in the data active = inhibition above about 50%
LRH-1 inv ag: LRH-1 (NR5A2) inverse agonists, primary screen, cell-based, luminescence, HEK293T, StAR-luciferase reporter; inhibition, % at 3.6 µM; 0.13% of 360,000 active; LRH-1 transfected, 24 h; Nuclear receptor subfamily 5 group A member 2 (Homo sapiens), O00482; AID 602396, 2012;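 active = inhibition above the mean inhibition of all tested compounds plus 3 SD, cut at about 73% in these data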;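 note: 0% = DMSO wells and 100% = reporter-only cells lacking LRH-1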
LMP1 NFkB inh: EBV LMP1-driven NF-kappaB luciferase reporter inhibitors, primary screen, cell-based, luminescence, single point | AID 504558, 2011 | 0.69% of 350,000 active | inhibition, % at 12.5 µM | LMP1-induced NF-kappaB luciferase reporter cells; in the data active = inhibition above about 41%;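 note: 0% = neutral control wells and 100% = reference inhibitor control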
TROY NFkB inh: inhibitors of TROY-driven NF-kB signaling, primary screen, Q293 LMP1-TROYcd cells, NF-kB luciferase, uHTS. Q293 LMP1-TROYcd NF-kB luciferase reporter, 4 h. inhibition, % at 10 µM. 0.98% of 360,000 active;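 active = compounds whose plate-normalised and pattern-corrected inhibition of the luciferase reporter signal at the single screening dose is 50% or more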
SRC3 inh: SRC3 coactivator transcriptional activity inhibitors, primary screen, cell-based, luminescence; inhibition, % at 3.6 µM; HEK293 GAL4-SRC3 luciferase reporter; 0.17% of 360,000 active; Nuclear receptor coactivator 3 (Homo sapiens), Q9Y6Q9; AID 588352, 2011;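 active = inhibition above a per-campaign cutoff, the mean of all compounds plus 3 SD, cut at about 60% in these data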;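 note: 0% = DMSO-treated cells and 100% = gossypol-treated cells at 36 µM; higher means less SRC3-driven luciferase light from the GAL4 reporter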
TRAIL sens C8: viability loss with TRAIL in NB7+C8 cells, primary screen, TRAIL sensitizer project, cell-based, ATPlite luminescence; inhibition (viability loss, TRAIL sensitization), % at 10 µM; 1% of 360,000 active;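 active = compounds causing at least 50% loss of cell viability in the single-dose screen, relative to plate controls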
KKLEB cytotox: cytotoxicity in KKLEB CF airway cells, primary screen, cytotoxicity control for CF NF-kB inhibitor project, cell-based, uHTS, fluorescence assay plates | KKLEB CF airway cells viability, ATPlite luminescence, overnight; hits give low values; cells stimulated with P. aeruginosa culture filtrate | activity change (cytotoxicity), % at 5 µM | 0.36% of 360,000 active | AID 602141, 2011;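 active = corrected activity change at or below -50% at 5 µM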
CF NFkB inh: inhibitors of PAF-induced NF-kB signaling, primary screen, cell-based, GFP fluorescence, uHTS. inhibition, % at 5 µM. KKLEB NF-kB-GFP reporter, GFP fluorescence overnight. 0.86% of 360,000 active;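 active = at least 50% inhibition at 5 µM, scaled per plate between neutral and stimulator controls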;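 note: PAF is a Pseudomonas aeruginosa culture filtrate used as stimulus; plate controls were PAF-stimulated DMSO wells for no effect and unstimulated DMSO wells for full effect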
Shn3 3UTR inh: reduction of Shn3 3'UTR firefly luciferase signal, primary screen, Schnurri-3 inhibitor project, cell-based, Clone20 osteoblasts, set 2; Clone20 osteoblast Shn3 3'UTR firefly luciferase, 24 h; inhibition, % at 12.5 µM; 0.52% of 360,000 active; AID 588674, 2011;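 active = mean inhibition of at least 75% with every replicate also reaching 75%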;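 note: 0% = median of neutral control wells and 100% = pilot-screen positive control compound; some compounds past the cut are filed as inactive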
* hit, by the source's call; · = no result given. These rows are one share of the data; the hit share may differ from the screen's.

SMILES	COUP-TFII inh	SRC1 inh	TWEAK-Fn14 inh	LRH-1 inv ag	LMP1 NFkB inh	TROY NFkB inh	SRC3 inh	TRAIL sens C8	KKLEB cytotox	CF NFkB inh	Shn3 3UTR inh
CC(c1ccccc1)C1CC(=O)N(c2ccccc2)C1=O (stereo not drawn)	-16	14	17	1	-7	5	21	1	-4	6	6
O=C1C=CC(=O)N1c1ccc(O)cc1	23	3	-15	16	-4	-8	-16	5	1	12	6
Cc1ccc(C)c(S(=O)(=O)N2CCN(C(C)C(=O)Nc3ccccc3-c3ccccc3)CC2)c1 (stereo not drawn)	0	10	15	15	-3	15	19	7	-12	29	2
COc1ccc(NC(=O)COc2nc(N(C)C)nc(N(C)C)n2)cc1	12	6	-20	10	1	-10	21	-8	-2	-6	1
CN(C(=O)CSc1nc2cc(C(=O)O)ccc2c(=O)n1Cc1ccccc1)C1CCS(=O)(=O)C1 (stereo not drawn)	18	0	3	14	0	-5	18	-3	8	-4	-1
Cc1cccc(Nc2cc(=O)[nH]c(=O)[nH]2)c1C	-3	-23	29	4	-2	-3	20	7	-3	-11	15
COc1ccc(C)cc1NC(=O)CN1CCN(c2ccccn2)CC1	4	-40	-12	-27	3	10	-10	3	-3	-9	3
COc1ccc(Cc2nnc(SC(C)C(=O)Nc3ccc(C(N)=O)cc3)o2)cc1 (stereo not drawn)	-5	-1	-10	3	-3	-6	-19	-3	0	20	-8
NC(=O)CN1C(=O)C(O)(CC(=O)c2ccccc2O)c2ccccc21 (stereo not drawn)	9	-8	0	7	1	-4	13	-9	2	5	10
Cc1nn(CCC(=O)NNC(=S)Nc2cccc(Cl)c2)c(C)c1[N+](=O)[O-]	4	0	-7	-3	5	3	1	-8	4	5	17
CCC1(c2ccc(C)cc2)NC(=O)N(C(C)C(=O)Nc2ccc(N3CCOCC3)cc2)C1=O (stereo not drawn)	-18	-18	4	24	-13	-17	7	-7	8	-4	7
CNS(=O)(=O)c1cccc(C(=O)OC2CCOC2=O)c1 (stereo not drawn)	-6	8	-2	21	-2	-1	2	-3	-4	8	17
COc1ccc(OC)c(NC(=O)C2(C)CCN2Cc2ccccc2Cl)c1 (stereo not drawn)	16	10	-20	15	·	5	-2	-8	-9	12	10
CCCCCC(=O)N=Nc1c(O)[nH]c2ccc([N+](=O)[O-])cc12	-10	15	12	0	-4	-6	11	8	-4	-8	7
CN1CCN(CC(=O)N2c3ccccc3C(C)(c3ccccc3)CC2(C)C)CC1 (stereo not drawn)	·	17	13	24	2	9	-20	-5	-1	2	12
COCCNC(=S)N/N=C/c1ccc(-c2ccc([N+](=O)[O-])cc2)o1	7	7	-4	30	-5	-8	0	4	6	-34	·
O=C(/C=C/c1cccs1)Nc1ccc(Br)cn1	-60	-164	13	-95	-8	-45	-66	2	-8	14	-45
COc1cccc(C=Nc2cccc3c(=O)[nH][nH]c(=O)c23)c1O	-11	-27	-19	-26	2	-33	-6	45	26	-23	-12
COc1ccccc1CCNC(=O)c1ccc(OC)c(OC2CCN(C(C)C)CC2)c1	7	6	-5	-17	4	-26	1	-12	15	-35	2
Cc1nc(N2CCOCC2)c(C#N)c(C)c1Br	25	-5	1	14	2	-1	13	-7	8	-4	8
CC1CCN(C(=O)CNC(=O)c2cccc(OC(F)F)c2)CC1	-2	-12	-3	3	-8	-18	-6	3	4	18	-18
Cc1ccsc1C(=O)OC(C)C(=O)NC1CCCCC1C (stereo not drawn)	1	8	-1	13	0	5	1	19	9	5	11
OCCSc1c(F)c(SCCO)c(SCCO)c(F)c1SCCO	1	9	-1	18	3	-3	-8	-11	1	1	6
CCCCN1C(=O)C(CC(=O)NCc2cccs2)CC(C(=O)N2CCOCC2)=C1C (stereo not drawn)	-2	-27	16	7	-2	1	-4	9	-2	2	-19
CC(=O)CC(=O)NC1CCc2ccccc21 (stereo not drawn)	1	0	-8	9	-18	-10	-20	-3	-6	22	4

Compounds listed so far that contain a thiophene ring, fused or not, in the order listed:
SMILES	COUP-TFII inh	SRC1 inh	TWEAK-Fn14 inh	LRH-1 inv ag	LMP1 NFkB inh	TROY NFkB inh	SRC3 inh	TRAIL sens C8	KKLEB cytotox	CF NFkB inh	Shn3 3UTR inh
O=C(/C=C/c1cccs1)Nc1ccc(Br)cn1	-60	-164	13	-95	-8	-45	-66	2	-8	14	-45
Cc1ccsc1C(=O)OC(C)C(=O)NC1CCCCC1C (stereo not drawn)	1	8	-1	13	0	5	1	19	9	5	11
CCCCN1C(=O)C(CC(=O)NCc2cccs2)CC(C(=O)N2CCOCC2)=C1C (stereo not drawn)	-2	-27	16	7	-2	1	-4	9	-2	2	-19

New compounds follow
SMILES	COUP-TFII inh	SRC1 inh	TWEAK-Fn14 inh	LRH-1 inv ag	LMP1 NFkB inh	TROY NFkB inh	SRC3 inh	TRAIL sens C8	KKLEB cytotox	CF NFkB inh	Shn3 3UTR inh
CC(C)OC(=O)CSc1nnc(-c2ccc(C(C)(C)C)cc2)n1N	-2	-30	-2	-43	1	-16	-36	10	2	-16	0
CC1(Cc2ccc(OC(F)(F)F)cc2)C(=O)Nc2ccc(OC(F)(F)F)cc21 (stereo not drawn)	-9	17	15	28	·	14	9	18	7	-16	-3
COCCn1c(=NC(=O)c2ccc(S(=O)(=O)N3CCOCC3)cc2)sc2cc(S(N)(=O)=O)ccc21	11	-5	-2	-10	-5	7	13	7	-19	9	24
COc1ccccc1C1SCCN1S(=O)(=O)c1cccc(C(F)(F)F)c1 (stereo not drawn)	13	13	18	15	-2	48	2	11	-18	22	-8
O=C(CSc1nnc(NC(=O)C2CC(=O)N(c3ccc(F)cc3)C2)s1)NCc1ccco1 (stereo not drawn)	2	-11	22	-5	-4	-17	-14	3	-8	23	13
CC(C)=N/N=C(/c1ccc([N+](=O)[O-])cc1)C12CN3CN(CN(C3)C1)C2	-2	-18	3	-2	-1	-3	-3	-6	2	27	-6
COc1cccc(S(=O)(=O)NCc2ccc(C(=O)N3CCN(c4ccccc4OC)CC3)cc2)c1	22	-34	-3	-14	-11	-2	10	-8	-12	17	5
CC(C)C1Nc2ccc(C(=O)NC3CCCCC3)cc2NC1=O (stereo not drawn)	·	19	6	2	-3	15	4	-3	-2	11	8
CCC(=O)Nc1ccc(C(=O)NNC(=O)C2CCCCC2)cc1	6	-4	3	-5	1	19	-15	3	-4	18	7
Cc1cccnc1C(c1ccc(F)cc1)N(C)C(=O)C1CCN(CCCOc2ccc(F)cc2)CC1 (stereo not drawn)	-2	-5	-2	-24	·	-5	-31	0	-3	-9	-8
O=C(CS(=O)(=O)c1ccc(Cl)c(Cl)c1)Nc1ccccc1Cl	1	-6	-17	7	-10	-12	10	-9	-3	-3	11
Cc1ccc(C(=O)NCCCN2CCOCC2)cc1S(=O)(=O)N1CCCCC1	-5	-8	-3	-18	-9	12	9	-9	4	9	-2
CN1C(=O)c2ccc(C(=O)Nc3nccs3)cc2C1=O	5	4	-1	5	5	-27	6	3	14	-9	3
CC(C)c1ccc(S(=O)(=O)N2CCN(CC(=O)Nc3ccc4c(c3)OCO4)CC2)cc1	-2	1	4	3	6	1	15	-5	-12	19	12
O=C(c1cc2nc(-c3ccc(F)cc3)cc(C(F)(F)F)n2n1)N1CCOCC1	5	-5	-16	9	-20	-12	2	3	-2	5	-2
Cc1nn(C)c(C)c1S(=O)(=O)NC1CCCC1	7	5	-3	15	-1	2	23	7	2	-9	7
C=CCNC(=O)c1csc(-c2ccccc2)n1	1	-7	-3	-27	-2	-13	-11	3	7	-9	-7
Brc1cccc(OCCN2CCCCC2)c1	-16	-2	13	4	2	-9	8	1	-9	-4	-5
CC1CCCC(NC(=O)COC(=O)CCC(=O)c2ccc(F)cc2)C1C (stereo not drawn)	-25	4	10	-3	4	13	10	-17	8	-13	-1
CCN1CCC(n2nccc2NC(=O)c2ccccc2Cl)CC1	-13	-14	-13	-7	-4	4	4	-12	-1	-3	-13
O=C(CSc1nc2sc3c(c2c(=O)[nH]1)CCC3)NCCO	-16	-31	4	-2	3	-2	5	-7	0	1	-12
O=C(NC1CC1)c1ccc(COc2ccc(F)cc2)o1	-8	-2	5	4	1	-9	12	15	-13	0	-7
c1ccc(OCc2nc3ccccc3s2)cc1	-41	-168	-4	-152	-43	-37	-89	10	-6	-10	-100
CCCCOC(=O)Cn1cnc2ccc(Br)cc2c1=O	-13	-1	2	-11	6	-17	-4	7	-4	-12	-2
CC(C)c1nc2c(c(=O)c3ccccc3n2C)c(=O)n1-c1ccc(F)cc1	-6	-5	-1	12	-6	0	-6	-6	-6	-9	8
CCOC(=O)c1ccc(NC(=O)c2c(N)n(Cc3ccccc3)c(=O)[nH]c2=O)cc1	6	13	-25	4	-54	4	-3	31	-48	58*	27

Quoted at random: two entries already listed.
SMILES	COUP-TFII inh	SRC1 inh	TWEAK-Fn14 inh	LRH-1 inv ag	LMP1 NFkB inh	TROY NFkB inh	SRC3 inh	TRAIL sens C8	KKLEB cytotox	CF NFkB inh	Shn3 3UTR inh
Cc1ccc(C(=O)NCCCN2CCOCC2)cc1S(=O)(=O)N1CCCCC1	-5	-8	-3	-18	-9	12	9	-9	4	9	-2
O=C(CSc1nc2sc3c(c2c(=O)[nH]1)CCC3)NCCO	-16	-31	4	-2	3	-2	5	-7	0	1	-12

With a hit mark in CF NFkB inh, of those listed so far:
SMILES | COUP-TFII inh | SRC1 inh | TWEAK-Fn14 inh | LRH-1 inv ag | LMP1 NFkB inh | SRC3 inh | CF NFkB inh | Shn3 3UTR inh
CCOC(=O)c1ccc(NC(=O)c2c(N)n(Cc3ccccc3)c(=O)[nH]c2=O)cc1 | 6 | 13 | -25 | 4 | -54 | -3 | 58* | 27

Entries of single compounds from above. Order of values: COUP-TFII inh, SRC1 inh, TWEAK-Fn14 inh, LRH-1 inv ag, LMP1 NFkB inh, TROY NFkB inh, SRC3 inh, TRAIL sens C8, KKLEB cytotox, CF NFkB inh, Shn3 3UTR inh
Entry for O=C(CSc1nc2sc3c(c2c(=O)[nH]1)CCC3)NCCO : -16, -31, 4, -2, 3, -2, 5, -7, 0, 1, -12
Entry for CC(C)=N/N=C(/c1ccc([N+](=O)[O-])cc1)C12CN3CN(CN(C3)C1)C2 : -2, -18, 3, -2, -1, -3, -3, -6, 2, 27, -6
Entry for CC(C)c1ccc(S(=O)(=O)N2CCN(CC(=O)Nc3ccc4c(c3)OCO4)CC2)cc1 : -2, 1, 4, 3, 6, 1, 15, -5, -12, 19, 12
Entry for COc1cccc(S(=O)(=O)NCc2ccc(C(=O)N3CCN(c4ccccc4OC)CC3)cc2)c1 : 22, -34, -3, -14, -11, -2, 10, -8, -12, 17, 5
Entry for CC(C)OC(=O)CSc1nnc(-c2ccc(C(C)(C)C)cc2)n1N : -2, -30, -2, -43, 1, -16, -36, 10, 2, -16, 0
